# INS promoter inh – TRM-6 insulin promoter activity inhibition. TRM-6 cells (human fetal islet line), insulin promoter-eGFP reporter, imaging; reporter expression induced with tamoxifen. inhibition, % at 2 µM. hit rate 0.9% among 130,000. AID 1273;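 active means inhibition above the mean plus 3 SD, with well images judged a real hit on visual review, cut at about 60% in these data, passing the limit was not always enough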
# sdo1 growth – sdo1-depleted yeast growth rescue | S. cerevisiae sdo1-depleted JHY4D growth rescue, OD600 30 h; hits give high values; pdr5 snq2 efflux-pump mutant strain | z-score at 10 µM | hit rate 0.21% among 140,000 | AID 817;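 active means z-score above 3 at both the 24 hr and the 30 hr optical density reads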;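 further: z-score against mean and SD of all compound wells on the same plate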
# sdo1 growth Rescue 24 h – second read-out of sdo1 growth, no call of its own (marks repeat the call); z-score; S. cerevisiae sdo1-depleted JHY4D growth rescue, OD600; measured here: growth rescue at 24 h;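 0 is the plate mean of compound wells and units are plate SD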
# Active calls of the source: *; / = no result given; & = joins results of further samples. The list is partial. The share of hits here may be higher or lower than overall.
INS promoter inh,sdo1 growth,sdo1 growth Rescue 24 h,structure
-48,1.5,1.6,CCOc1ccc(CCNC(=O)C2CCCN(c3nn4c(=O)cc(C)nc4s3)C2)cc1OCC (stereo not given)
14,-0.33,-0.4,Cn1c(=O)n(CC(=O)N2CCOCC2)c2ccccc21
-42,/,/,CC(OC(=O)c1ccc2ccccc2n1)C(=O)c1ccccc1 (stereo not given)
-16,-0.63,-0.53,C=CCSc1nnc(CCCCCN2C(=O)c3cccc4cccc(c34)C2=O)o1
-50,1.3,0.77,Cc1ccccc1-n1nnnc1-c1ccccc1
3,0.1,-0.42,COc1ccc(-c2c(-c3ccc(O)cc3O)n[nH]c2C)cc1OC
/,0.55,1.3,CCOc1ccc(N/C=C/C(=O)c2ccc(OC)cc2)c([N+](=O)[O-])c1
/,0.39,0.96,CCCCCC(=O)NC(=S)Nc1ccc(N2CCCCC2)c(Cl)c1
/,0.88,2.9,CCOC(=O)Cc1csc(NC(=O)COc2ccc(OC)cc2)n1
47,/,/,COc1ccccc1-c1cc(C(F)(F)F)nc(S(=O)(=O)CCCC(=O)NCc2ccc(F)cc2)n1
/,-0.17,-0.89,O=C(O)CN(c1ccccc1F)S(=O)(=O)c1ccccc1
13,-0.04,0.05,Cc1cccc(C)c1Oc1nc(-c2ccccc2)ncc1S(=O)(=O)c1ccccc1
43,1.5,1.6,CSc1nnnn1CCn1nnnc1SC
13,0.36,-0.15,Nc1ccc(S(=O)(=O)NC2(C(F)(F)F)NC(=O)N(c3ccccc3Cl)C2=O)cc1 (stereo not given)
58,-0.16,0.25,Cc1sc2ncnc(N/N=C/c3ccccc3O)c2c1C
/,1.5,1.9,O=C(Nc1cccc(Cl)c1)C1CCCN(S(=O)(=O)c2cnc[nH]2)C1 (stereo not given)
29,0.41,0.55,CCOc1ccc(NCCC(=O)c2ccc3c(c2)OCO3)cc1
/,0.93,0.45,COC(=O)C(C)Sc1nnc(Cc2cc(=O)[nH]c(=O)[nH]2)n1-c1ccc(Cl)cc1 (stereo not given)
-25,-0.23,-0.57,CCCS(=O)(=O)N1CCCC(C(=O)NCCc2ccc(OC)c(OC)c2)C1 (stereo not given)
-236,0.62,0.27,COc1cccc(-c2nc(CS(=O)CC(=O)NCCCOC(C)C)c(C)o2)c1 (stereo not given)
8,-0.27,0.58,COc1ccc(S(=O)(=O)N2CCC(n3cnc4cc(C(F)(F)F)ccc43)CC2)cc1
-3,0.06,-0.8,CC(C)COC(=O)Nc1ccc(C(=O)O)cc1
/,1,1.1,COc1ccc(C)cc1C(=O)C1CC(C(=O)O)C(C)(C)C1C (stereo not given)
0,0.23,-0.23,CCCCOc1ccc(NC(=O)CN2CCN(C(=O)OCC)CC2)cc1
-12,-0.21,0.11,COc1cccc(NC(=O)COC(=O)/C=C/c2ccc(Cl)cc2Cl)c1
-14,1.4,0.68,CC(=O)Nc1ccc(S(=O)(=O)Oc2cccc(N3C(=O)C4CCCCC4C3=O)c2)cc1 (stereo not given)
4,1,0.06,O=C(O)c1ccccc1C(=O)OCc1ccccc1
/,-0.01,0.18,CC(C)(C)OC(=O)N1CCOCCOCCN(C(=O)OC(C)(C)C)CCOCC1
21,-0.37,-0.4,CC(=O)N1CCN(C(=O)CCc2c[nH]c3ccccc23)CC1
18,-0.8,-0.72,CCn1c(COc2ccccc2)nnc1SCC(=O)Nc1cc(OC)ccc1OC
14,1.3,1.1,Cn1c(SCC(=O)OCc2ccccc2)nnc1-c1ccco1
15,-0.36,-0.39,CN1C(=O)c2c(sc3c2CCCC3)NC1c1ccccc1O (stereo not given)
24,-0.15,-1.1,Cc1cccc(C)c1NC(=O)C(=O)NCCCN1CCOCC1
-272,0.75,-0.44,O=C(NCc1ccccn1)c1ccc(Cl)cc1Cl
-30,-0.68,-0.33,CCOC(=O)c1nnn(-c2nonc2-n2cccc2)c1CN1CCC(C)CC1
28,-1.3,0.12,CCOc1cc(C(=O)OCC(=O)Nc2cc(C)on2)cc(OCC)c1OCC
8,0.1,1.1,CCCNC(=O)c1cccc(Cn2cc(Br)c([N+](=O)[O-])n2)c1
/,-0.1,0.58,Cc1c(C(=O)OCC(=O)c2ccc3c(c2)OCCO3)oc2ccccc12
11,0.02,-0.86,CCNc1nc(NC(C)C)nc(ON=C(C)C)n1
-43,/,/,O=C1CCC(=O)N1CC(=O)N(c1ccccc1)c1ccccc1
8,-0.23,-0.71,CCCCN(C(=O)NC(=O)C1=C(N2CCOCC2)/C(=C/c2ccccc2)CC1)S(C)(=O)=O
-58,/,/,O=C(COC(=O)CNC(=O)c1ccccc1)Nc1ccc(F)c([N+](=O)[O-])c1
50,0.27,-0.67,CCOC(=O)c1[nH]c(=O)[nH]c1COC(=O)c1cc2ccccc2o1
6,0.72,0.55,CCN(CC)C(NC(=O)Cc1ccccc1)C(Cl)(Cl)Cl (stereo not given)
-61,/,/,CCn1c(O)c(/C=C/C=C/C=Nc2ccccc2)sc1=S
31,0.06,-0.45,O=C(NC1CCCc2ccccc21)C1CCN(S(=O)(=O)N2CCCCCC2)CC1 (stereo not given)
-11,1.1,0.12,O=C(NCc1nc2ccccc2[nH]1)c1cccc(S(=O)(=O)N2CCOCC2)c1
-33,0.97,0.57,CCCc1ccc(C2C3=C(CC(C)(C)CC3=O)NC3=C2C(=O)c2ccccc23)cc1 (stereo not given)
39,-0.17,0.32,CCc1ccc2c(c1)C1(NN=C(c3ccc(C)cc3)S1)C(=O)N2 (stereo not given)
/,-1.4,-1.1,O=C(Cn1cnc2ccccc21)N/N=C/C(Br)=C/c1ccccc1
/,0.11,-0.03,O=C(Nc1ccccc1Br)C1CCC(=O)N1Cc1ccccc1Cl (stereo not given)
/,-0.56,-0.46,CCOC(=O)c1ccccc1NC(=O)c1cccc2c1C(=O)N(C1CCN(C(=O)OCC)CC1)C2
-13,-0.73,-0.11,O=C1c2ccccc2C(=Nc2ccccc2)C1c1cccc(Br)c1 (stereo not given)
12,0.26,0.41,Cc1cc(N2CCOCC2)nc(SCC(=O)c2ccc(Cl)cc2)n1
91*,-0.37,-0.65,Cc1csc(=N)n1-c1ccc(Cl)cc1
13,/,/,CCCCNC(=S)N1CCN(C(c2ccccc2)c2ccccc2)CC1
14,-0.67,-1,CN(C)CCCNC(=O)c1cc(Br)ccc1Cl
/,-0.05&-1.2,-0.28&-0.76,O=C(CSc1nc2ccccc2c(=O)[nH]1)N1CCCCCC1
-88,0.76,0.16,Cc1ccc(S(=O)(=O)NCCc2nnc3ccc(SCC(=O)Nc4nc5ccccc5s4)nn23)cc1
-15,0.37,0.73,COc1ccc2c(c1)N(S(=O)(=O)c1ccccc1)CCC2=O

# (continued)
INS promoter inh,sdo1 growth,sdo1 growth Rescue 24 h,structure
0,1.2,0.59,CCNC(=O)NC(=O)COc1ccccc1C#N
3,-0.2,-0.36,CCC(C)n1cnc2c(c1=O)c1nc3ccccc3nc1n2Cc1ccc2c(c1)OCO2 (stereo not given)
13,1.3,0.38,COc1ccc(C(=O)NCC(=O)OCC(=O)Nc2c(C)n(C)n(-c3ccccc3)c2=O)cc1
0,/,/,COc1ccccc1N(C)S(=O)(=O)c1ccc(C(=O)OCC(N)=O)cc1
-22,-0.97,-0.04,O=C(c1cn(-c2ccccc2)nc1-c1ccccc1)n1nnc2ccccc21
-37,0.15,-0.76,COC(=O)c1cc(NC(=O)CSc2nc(C)cc(=O)[nH]2)cc(C(=O)OC)c1
/,-0.75,-0.34,Cc1cc(NC(=O)c2cc(-c3cccs3)on2)no1
/,0.78,-0.06,NC(=O)CCS(=O)(=O)c1ccccc1
/,0.72,-0.06,c1ccc(-c2[nH]ncc2-c2nc3ccccc3[nH]2)cc1
/,0.29,0.13,NC(=O)CSc1nc(-c2ccccc2Cl)ns1
/,0.65,0.44,O=C(O)c1ccc(-c2ccccc2C(F)(F)F)o1
-160,0.29,0.23,CSc1ccccc1NC(=O)c1noc2c1CCC2
/,0.33,-0.24,C=CCn1cc(C(=O)NCC2CCCO2)c(=O)c2cc(S(=O)(=O)N3CCCCCC3)ccc21 (stereo not given)
32,/,/,Cc1ccc(-c2cc(C(=O)N3CCCc4ccccc43)no2)cc1
-15,-0.31,-0.32,COc1ccc(NC(=O)CSc2nc(C)c3c(c2C#N)CCCC3)cc1
4,-0.36,0.45,Cc1cccc(N2CCN(C(=S)NCc3ccco3)CC2)c1C
14,0.81,0.56,CNC(=O)NC(=O)CSc1nnc(C(F)(F)F)n1C
/,-0.97,0.21,Cc1noc(C)c1C(=O)OCC(=O)c1cc(C)n(Cc2ccccc2Cl)c1C
/,-1,-1.6,Cc1ccc(S(=O)(=O)Nc2ccc3ncccc3c2)cc1
12,-0.13,-0.93,O=C(O)C1CCCCC1C(=O)Nc1ccccc1Cl (stereo not given)
12,0.48,0.54,CCOc1ccc(CONS(=O)(=O)c2ccc(NC(C)=O)cc2)cc1Cl
-10,0.02,-0.14,O=[n+]1cc(-c2ccc(F)cc2)n([O-])c2c1CCC2
-68,-0.23,-0.3,Cn1c(=O)c(NCCO)c2c3c(cccc31)C(=O)c1ccccc1-2
-17,/,/,O=C(Cc1ccccc1)N/N=C/c1ccccn1
38,0.26,0.27,CC(Sc1ccc(S(=O)(=O)N2CCOCC2)cc1[N+](=O)[O-])C(=O)O (stereo not given)
/,-0.06,-0.01,O=C(Cn1c(=O)oc2ccccc21)Nc1nnc(N2CCCCCC2)s1
/,-1.5,-0.4,O=C(Nc1ccc(Cl)cc1)NC1CCCC1Cc1ccco1 (stereo not given)
2,0.8,0.11,COc1ccccc1-n1c(COc2ccccc2-c2ccccc2)nnc1SCC(=O)c1c(N)n(C)c(=O)n(C)c1=O
21,0.84,1.4,CC1(C)C/C(=C(/C#N)C(N)=O)CCO1
/,-0.95,-0.92,COc1cccc(/C=N/n2c(SC)nnc2-c2ccccc2)c1OC
38,-1.1,-0.35,O=C(Nc1ccc(Cl)c(S(=O)(=O)Nc2ccccc2Cl)c1)c1cccs1
-107,0.1,0.18,Cc1ccc(NC(=O)Cn2nc(C)c3ccccc3c2=O)c(C)c1
/,-1.9,-1.7,NC(=O)c1ccc(C(F)(F)F)n(Cc2cccc(Cl)c2)c1=O
/,-0.28,0.61,Cc1cc(NC(=O)CSc2nnc(COc3cccc(C)c3C)n2C)no1
-64,-0.63,-0.14,COc1ccc(NC(=O)Cc2nnc(SCC(=O)Nc3cc(C)ccc3OC)n2C)cc1
/,1.8,1.3,CCOC(=O)/C(C#N)=C/Nc1ccccc1OC
13,-2,-2,Cc1ccc(OCc2nc(-c3ccc(Cl)cc3)n[nH]2)cc1
0,-0.21&0.55,-0.54&0.78,Cc1cc(C)n2nc(-c3ccc(F)cc3)nc2n1
21,-1.1,-0.85,O=C1CC(c2cccc([N+](=O)[O-])c2)c2c(ccc3ccccc23)N1 (stereo not given)
/,-0.47,-0.14,COc1ccc(C(=O)NC2c3ccccc3-c3ccccc32)cc1
22,-0.3,-1.1,COC(=O)C(NC(C)=O)(Nc1ccc(Br)cn1)C(F)(F)F (stereo not given)
-16,/,/,COc1ccccc1/C=C/C(=O)c1cc(Br)ccc1OC(=O)c1ccco1
/,0.21,0.11,Cc1[nH]n(-c2ccccc2)c(=O)c1N=Nc1nccs1
10,-0.47,-0.21,COc1ccc(N=C2SC(CC(=O)Nc3ccccc3F)C(=O)N2Cc2ccco2)cc1 (stereo not given)
36,/,/,COC(=O)CS(=O)(=O)c1ccsc1C(=O)Nc1ccc(F)c(F)c1
3,-1.6,-1.3,CCCOc1c(OC)cccc1C1CC(=O)Nc2cc3c(cc21)OCO3 (stereo not given)
38,/,/,COc1ccc(NC(=O)Cn2nnc(C(=O)Nc3ccccc3C)c2N)cc1
3,-0.36,-0.57,COC(=O)CC/C(O)=C1/C(=N)CC(C)(C)CC1=O
22,-0.59,-0.03,Cc1cc(C)c2c3c(sc2n1)C(c1cccc(F)c1)C(C#N)=C(N)O3 (stereo not given)

# 17 neighbouring entries from above, quoted:
INS promoter inh,sdo1 growth,sdo1 growth Rescue 24 h,structure
/,-1.9,-1.7,NC(=O)c1ccc(C(F)(F)F)n(Cc2cccc(Cl)c2)c1=O
/,-0.28,0.61,Cc1cc(NC(=O)CSc2nnc(COc3cccc(C)c3C)n2C)no1
-64,-0.63,-0.14,COc1ccc(NC(=O)Cc2nnc(SCC(=O)Nc3cc(C)ccc3OC)n2C)cc1
/,1.8,1.3,CCOC(=O)/C(C#N)=C/Nc1ccccc1OC
13,-2,-2,Cc1ccc(OCc2nc(-c3ccc(Cl)cc3)n[nH]2)cc1
0,-0.21&0.55,-0.54&0.78,Cc1cc(C)n2nc(-c3ccc(F)cc3)nc2n1
21,-1.1,-0.85,O=C1CC(c2cccc([N+](=O)[O-])c2)c2c(ccc3ccccc23)N1 (stereo not given)
/,-0.47,-0.14,COc1ccc(C(=O)NC2c3ccccc3-c3ccccc32)cc1
22,-0.3,-1.1,COC(=O)C(NC(C)=O)(Nc1ccc(Br)cn1)C(F)(F)F (stereo not given)
-16,/,/,COc1ccccc1/C=C/C(=O)c1cc(Br)ccc1OC(=O)c1ccco1
/,0.21,0.11,Cc1[nH]n(-c2ccccc2)c(=O)c1N=Nc1nccs1
10,-0.47,-0.21,COc1ccc(N=C2SC(CC(=O)Nc3ccccc3F)C(=O)N2Cc2ccco2)cc1 (stereo not given)
36,/,/,COC(=O)CS(=O)(=O)c1ccsc1C(=O)Nc1ccc(F)c(F)c1
3,-1.6,-1.3,CCCOc1c(OC)cccc1C1CC(=O)Nc2cc3c(cc21)OCO3 (stereo not given)
38,/,/,COc1ccc(NC(=O)Cn2nnc(C(=O)Nc3ccccc3C)c2N)cc1
3,-0.36,-0.57,COC(=O)CC/C(O)=C1/C(=N)CC(C)(C)CC1=O
22,-0.59,-0.03,Cc1cc(C)c2c3c(sc2n1)C(c1cccc(F)c1)C(C#N)=C(N)O3 (stereo not given)
